Screening results (PubChem BioAssay)
DNA Pol III inh: qHTS Assay for Inhibitors of DNA Polymerase III Holoenzyme System; reconstituted DNA polymerase III holoenzyme replication, biochemical; Potency, µM (series often up to 57.1 µM), for the others: at the top dose activity change, negative = inhibition; 0.25% of 71,000 active; AID 603, 2007; note: potency is the fitted concentration of half-maximal effect; % is set by controls: 0 for no effect and ±100 for the full control effect
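Reconstituted *E. coli* holoenzyme (0.35 nM Pol III, 1 nM beta, 154 nM SSB, 2 nM primase) was preincubated with compound for 15 min at RT. Synthesis on 1.4 nM ssM13Gori ran 35 min, then was stopped with PicoGreen/EDTA and read as dsDNA fluorescence.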
HADH2 inhib: qHTS Assay for Inhibitors of HADH2 (Hydroxyacyl-Coenzyme A Dehydrogenase, Type II) | 3-hydroxyacyl-CoA dehydrogenase type-2 (Homo sapiens), Q99714 | recombinant HADH2, NADH fluorescence, beta-hydroxybutyryl-CoA | Potency, µM (titrated, usually from 57.1 µM), for the others: at the top dose activity change, negative = inhibition, most hits filed as inhibitors | 3.4% of 73,000 active; note: potency is the fitted concentration of half-maximal effect; % is set by controls: 0 for no effect and ±100 for the full control effect; nearly all actives have a fitted effect of over 60% in size; many of its hits are not listed in these tables
Target sequence (Q99714 whole entry, looked up, one chain of several): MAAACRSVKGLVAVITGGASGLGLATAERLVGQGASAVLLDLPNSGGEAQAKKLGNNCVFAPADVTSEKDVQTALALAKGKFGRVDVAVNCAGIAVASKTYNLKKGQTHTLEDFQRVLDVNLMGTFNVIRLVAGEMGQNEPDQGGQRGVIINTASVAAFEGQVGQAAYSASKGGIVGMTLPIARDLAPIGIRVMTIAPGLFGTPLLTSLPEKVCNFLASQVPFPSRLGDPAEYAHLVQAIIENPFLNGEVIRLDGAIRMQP
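Buffer 100 mM Tris-HCl pH 9.0/0.01% Tween-20; HADH2 20 nM; NAD+ 1 mM; beta-hydroxybutyryl-CoA 90 uM (all final). 15 min cpd preincubation, RT.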
Epigenetic mod: qHTS Assay for Epigenetic Modulators | mouse C127i GFP locus derepression, cytometry, 30 h | Potency, µM (top dose mostly 46.1 µM), for inactives: top-dose GFP derepression (activation) | 0.09% of 68,000 active | AID 597, 2007; note: % of control where 0% means no effect
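Locus derepression in mouse mammary C127i cells whose integrated CMV-GFP reporter is normally silent; GFP expression after 30 h compound treatment was quantified by counting fluorescent cells.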
HBB splice mod: qHTS Assay for Modulators of Hemoglobin Beta Chain Splicing | HBB splicing reporter cell assay, activation; EGFP reporter with mutant IVS2-654 intron; response scale: normalised to 500 nM splice-correcting PNA | Potency, µM (titrated, usually from 46.1 µM), inactives show top-dose activation, most hits filed as activators | 0.06% of 65,000 active | AID 925, 2007; note: potency is the fitted concentration of half-maximal effect; 0% is about no effect
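HeLa cells stably expressing EGFP interrupted by mutant beta-globin intron 2 (IVS2-654), 500/well in 2% FCS. Treated with compound for 2 days at 37C. Splicing correction scored as total well GFP intensity (488 nm excitation, 500-520 nm emission); 500 nM antisense PNA served as control.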
USP2a inhib: qHTS Assay for Inhibitors of Ubiquitin-specific Protease USP2a. Ubiquitin carboxyl-terminal hydrolase 2 (Homo sapiens), O75604. USP2a enzymatic assay, qHTS inhibition. Potency, µM (top dose mostly 38.3 µM), inactives show at the top dose activity change, negative = inhibition, most hits filed as inhibitors. 0.1% of 60,000 active. AID 927, 2007;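 note: potency is the fitted concentration of half-maximal effect; nearly all actives have a fitted effect of over 60% in size; plate controls were DMSO for no effect and NEM full inhibition control for full effect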
Target sequence (O75604 whole entry, looked up): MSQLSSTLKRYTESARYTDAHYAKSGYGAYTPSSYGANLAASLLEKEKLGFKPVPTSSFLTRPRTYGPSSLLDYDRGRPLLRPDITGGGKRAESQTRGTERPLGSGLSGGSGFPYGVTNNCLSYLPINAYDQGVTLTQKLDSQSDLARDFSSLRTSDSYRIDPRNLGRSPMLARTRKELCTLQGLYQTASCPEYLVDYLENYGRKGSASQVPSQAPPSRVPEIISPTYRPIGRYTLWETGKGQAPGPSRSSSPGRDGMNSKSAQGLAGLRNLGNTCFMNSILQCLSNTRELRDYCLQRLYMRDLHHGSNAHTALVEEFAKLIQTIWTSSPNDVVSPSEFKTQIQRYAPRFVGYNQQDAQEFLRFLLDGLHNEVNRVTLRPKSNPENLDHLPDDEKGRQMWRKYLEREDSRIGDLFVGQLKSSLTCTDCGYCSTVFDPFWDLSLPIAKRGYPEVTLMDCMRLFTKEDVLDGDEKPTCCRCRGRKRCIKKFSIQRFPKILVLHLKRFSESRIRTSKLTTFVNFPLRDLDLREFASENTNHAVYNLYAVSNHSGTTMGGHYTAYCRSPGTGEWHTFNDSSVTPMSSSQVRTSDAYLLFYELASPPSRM
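Coupled readout: USP2-cleaved Ub-PLA2 (20nM final) turns over NBD C6-HPC (20uM final), Ex 460nm/Em 535nm after 2.5 h, time-zero read flagging artifacts. Enzyme (20nM final, pH 8.0 Tris) given 30 min RT with compound first; NEM defines full inhibition.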
BRCT PPI green: qHTS Assay for Inhibitors of BRCT-Phosphoprotein Interaction (Green Fluorophore); Breast cancer type 1 susceptibility protein (Homo sapiens), P38398; BRCA1 BRCT-phosphopeptide binding, green fluorescence polarization; Potency, µM (highest dose often 76.9 µM), for inactives: at the top dose activity change, negative = inhibition, usual class: inhibitors; 0.05% of 75,000 active; AID 875, 2007;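 note: potency is the fitted concentration of half-maximal effect; plate controls were peptide without protein for full effect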
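Fluorescence polarization: His-tagged BRCT (~35 kDa BRCA1 C-terminus, 250 nM) bound to 100 nM fluorescein-labeled phosphorylated 10-aa BACH1 peptide, pH 7.3 phosphate buffer with DTT and Tween 20. Compounds incubated 12 min at room temperature; inhibition read as lowered polarization.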
BRCT inh red: qHTS Assay for Inhibitors of BRCT-Phosphoprotein Interaction (Red Fluorophore) | Potency, µM (top dose mostly 76.9 µM), for inactives: top-dose activity change, negative = inhibition, hits mostly inhibitors | 0.03% of 75,000 active | BRCT-phosphopeptide binding, red fluorescence polarization | Breast cancer type 1 susceptibility protein (Homo sapiens), P38398; note: % is set by controls: 0 for no effect and ±100 for the full control effect
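Rhodamine-labelled pBACH1 10-mer (100 nM) bound to BRCT domain (100 nM) at pH 7.3; compounds incubated 12 min room temperature, polarization read. Free peptide defines full inhibition; unlabelled decapeptide titrated as control.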
CRE-bla Fsk: Cell signaling CRE-BLA (Fsk stim); CHO CRE-bla reporter (cAMP response element driving beta-lactamase), forskolin EC10, beta-lactamase ratio; Potency, µM (highest dose often 38.2 µM), for the others: at the top dose activity change, negative = inhibition, usual class: activators; 2.5% of 71,000 active; AID 662, 2007; active = well fitted activation curve with a large enough effect in the signal ratio, with a control signal flat, not every such curve was filed as active; inconclusive = small, poorly fitted or top-dose-only effect, or effect the other way, or a change in a side signal; the % refers to the signal ratio; note: potency is the fitted concentration of half-maximal effect; % of control where 0% means no effect
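CRE-bla CHO reporter cells treated with compound titration plus EC10 NKH 477 (water-soluble forskolin), incubated 3 h at 37 °C; CCF4 loading 2 h at room temperature, 460/530 nm emission ratio read, AC50 values derived for positive or negative modulators.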
ALOX15 inhib: qHTS Assay for Inhibitors of 15-hLO (15-human lipoxygenase) | AID 887, 2007 | Potency, µM (highest dose often 57.1 µM), without a hit: top-dose activity change, negative = inhibition, most hits filed as inhibitors | Polyunsaturated fatty acid lipoxygenase ALOX15 (Homo sapiens), P16050 | purified 15hLO-1, xylenol orange hydroperoxide absorbance | 1.4% of 74,000 active; note: potency is the fitted concentration of half-maximal effect; % is set by controls: 0 for no effect and ±100 for the full control effect; nearly all actives have a fitted effect of over 55% in size
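40 nM 15hLO-1 + cpd, 15 min RT; start w/ 50 uM AA (final), 6 min RT; stop/detect w/ 200 uM XO + 300 uM Fe(II) in 50 mM H2SO4, 30 min; A573/A405. Buffer 25 mM Hepes pH 7.5, 0.01% Triton X-100. No-enzyme wells as negative control.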
Hsp90 Hop PPI: qHTS Assay for Disrupters of an Hsp90 Co-Chaperone Interaction. Hsp90 C-terminal peptide / TPR2A (Hop) interaction, human. AlphaScreen TPR2A-His6 binding biotin-Hsp90 C-terminal peptide. Potency, µM (top dose mostly 57 µM), for inactives: top-dose activity change, negative = inhibition. 0.44% of 71,000 active; active = well fitted curve in either direction with a large enough effect; inconclusive = small, poorly fitted or top-dose-only effect, or another doubt; note: potency is the fitted concentration of half-maximal effect; % is set by controls: 0 for no effect and ±100 for the full control effect; many of its hits are not listed in these tables
Ub-GFP proteasome: Ubiquitin-GFP Assay; Ubiquitin-GFP reporter cells, proteasome inhibition, GFP fluorescence; response scale: untreated = 0%, 10 µM MG-132 = 100%; 67,000 tested, under 10 active; Potency, µM (titrated, usually from 45.9 µM), inactives show top-dose activation (GFP accumulation), hits mostly activators; active = well fitted activation curve with a large enough effect, not every such curve was filed as active; inconclusive = small, poorly fitted or top-dose-only effect, or another doubt; inactive = no such curve, though single readings can be large or run the other way; note: potency is the fitted concentration of half-maximal effect
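GFP accumulation read-out: laser plate cytometry counting ubiquitin(G76V)-GFP-expressing U2OS cells after 4 hr compound exposure at 37 °C. Titrations spanned 46 uM to 2.9 nM; 0% = basal, 100% = 10 uM MG-132; concentration-response curves fitted.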
* = called active by the depositor; ? = inconclusive; / = not tested or not shown; [ ] = another dose, or the depositor's remark. Unless noted, calls come from the whole dose curve; as a rule, active = well fitted curve in the direction sought with a large enough effect; inconclusive = small, poorly fitted or top-dose-only effect, or another doubt; inactive = no such curve, though single readings can be large; an effect the other way counts as inactive or inconclusive.

smiles,DNA Pol III inh,HADH2 inhib,Epigenetic mod,HBB splice mod,USP2a inhib,BRCT PPI green,BRCT inh red,CRE-bla Fsk,ALOX15 inhib,Hsp90 Hop PPI,Ub-GFP proteasome
C=CCNC(=O)c1cc(=O)c2ccccc2o1,-7%,-2%,0%,0.5%,-1%,-0.3%,1.2%,-6%,0%,0%,8%
CCOC(=O)c1c(C2COc3ccccc3O2)csc1N (configuration not stated),-4%,?,0%,-1.1%,-24%,1.3%,-0.3%,25%,?,-2%,6%
COC(=O)c1cc(NC(=O)CC2NCCNC2=O)cc(C(=O)OC)c1 (configuration not stated),3%,4%,1%,-0.3%,-15%,-2.9%,-3.2%,-1%,9%,-9%,3%
Cc1ccc(-n2nnnc2SCC(=O)Nc2ccccc2N2CCCCC2)cc1C,1%,9%,0%,/,53%[activator],-1.9%,-0.6%,?,-19%,22%,-1%
COc1ccc(CCn2c(NCCCN3CCOCC3)nc3c2c(=O)[nH]c(=O)n3C)cc1,-1%,18%,0%,4.2%,7%,-0.9%,1.0%,18%,-3%,0%,0%
Cc1ccc(S(=O)(=O)N[C@H]2COC(=O)[C@H](C)COC(=O)[C@H](C)NC(=O)C/C=C\[C@H]2C)cc1,/,-10%[11.4 µM],/,3.5%[9.22 µM],/,0.6%[15.4 µM],0.5%[15.4 µM],/,-6%[11.4 µM],/,/
Cc1csc2nc(CNC(=O)CCC(=O)O)cn12,-3%,-8%,/,0.5%,/,-0.7%,2.5%,3%,6%,1%,3%
CC1(C)NC(=O)N(CCCOc2ccc3c(c2)CCC3)C1=O,5%,1%,5%,-0.7%,10%,-0.4%,-0.1%,-7%,3%,-4%,7%
CCN(CC)C(=O)C1CCCN(C/C=C/c2ccccc2)C1 (configuration not stated),1%,9%,0%,-1.7%,-2%,-6.4%,-0.1%,-1%,-6%,-4%,2%
O=C(NCC(=O)N(c1ccccc1F)C(C(=O)NCC1CCCO1)c1ccccc1)c1ccco1 (configuration not stated),2%,13%,11%,2.4%[57.5 µM],/,0.3%,-2.3%,9%,17%,-2%,-2%
COc1ccc(OC)c(C(=O)COC(=O)c2ccccc2O)c1,2%,-15%,0%,0.0%[57.5 µM],0%,-0.1%,-2.1%,1%,-10%,?,-2%
COc1ccc(O)c(C(=O)CC(=O)c2ccccc2)c1,3%,158%[activator],0%,-1.2%,28%,-0.4%,-2.2%,2%,-30%,-27%,-12%
COc1cccc(C2NC(CC(C)C)(C(=O)O)C3C(=O)N(Cc4ccccc4)C(=O)C23)c1O (configuration not stated),8%,8%,8%,1.4%,2%,-4.1%,1.2%,-4%,-5%,2%,-1%
CCn1c(=O)cc(OCC(=O)N2CCN(C(=O)c3ccco3)CC2)c2ccccc21,-8%,2%,1%,-1.1%,1%,3.1%,-2.2%,?,1%,?,6%
CC(C)NC(=O)CSc1nnc2sc3ccccc3n12,-1%,10%,3%,-0.6%[57.5 µM],-13%,1.7%,1.0%,-4%,12%,0%,-2%
CCOC(=O)N1CCC(NS(=O)(=O)c2ccc3c(c2)CCN3C(C)=O)CC1,2%,3%,-1%,-5.0%,10%,-1.6%,1.2%,1%,9%,-2%,-7%
O=C(NCc1ccco1)c1cccc(F)c1,3%,-16%,-2%,-0.1%,2%,-1.9%,-1.9%,-19%,4%,-2%,-4%
O=C(O)c1cc(-c2ccc(Cl)cc2)n[nH]1,-3%,-4%,-2%,-0.5%[9.22 µM],-8%,-2.7%,0.5%,-7%,-5%,-1%,-8%
COCCNC(=O)c1snc2ccc(Cl)cc12,-6%,7%,-2%,-0.2%[57.5 µM],0%,-1.8%,1.1%,-14%,-8%,-2%,-2%
CC(=O)c1cccc(N(CC(=O)NCC2CCCO2)C(=O)CCC(=O)Nc2cc(C)on2)c1 (configuration not stated),-1%,30%[activator],-1%,-4.9%,-1%,-0.7%,-2.5%,?,-9%,-1%,0%
CCCc1oc2c(c(=O)c1CC)C(=O)CC(C)(C)C2,3%,2%,-3%,0.1%,-3%,-0.7%,-0.6%,1%,3%,2%,-7%
Cc1cccc(-c2nnc(SCC#N)n2-c2cccc(Cl)c2)c1,-7%,7%,-1%,/,7%,0.2%,-1.1%,?,2%,-3%,-4%
COc1ccc(CCNC2CC(=O)N(CCc3ccc(OC)c(OC)c3)C2=O)cc1OC (configuration not stated),3%,-4%,2%,0.5%,10%,-1.7%,-0.7%,?,2%,-4%,-9%
O[C@@](CCN1CCCCC1)(c1ccccc1)[C@@H]1C[C@H]2C=C[C@@H]1C2,-2%[25.6 µM],-6%[25.6 µM],3%[20.6 µM],0.8%[20.6 µM],2%[17.1 µM],1.2%[34.4 µM],0.5%[34.4 µM],3%[17.1 µM],8%[25.6 µM],-3%[26 µM],10%[20.5 µM]
Cc1ccc(N2CCN(c3cc(C)nc4nc(C)nn34)CC2)c(C)c1,-6%,1%,0%,-1.1%,/,-1.6%,-1.2%,?,2%,-1%,5%
Cc1onc(-c2ccccc2Cl)c1C(=O)Nc1cnn(Cc2ccccc2)c1,3%,-4%,-8%,1.3%,/,0.4%,0.9%,-21%,-6%,-1%,0%
COc1ccc(NC(=O)COc2ccccc2C#N)c(S(=O)(=O)N2CCCCC2)c1,4%,5%,1%,-0.2%,29%,-0.3%,1.1%,?,2%,-3%,0%
CCC(=O)[C@@]1(C)[C@H](C)C[C@@H]2[C@@H]3CCC4=CC(=O)C=C[C@@]4(C)[C@H]3[C@H](O)C[C@]21C,-5%[25.6 µM],-1%[25.6 µM],1%[20.6 µM],0.2%[20.6 µM],30%[17.1 µM],-0.1%[34.4 µM],-3.6%[34.4 µM],-3%[17.1 µM],6%[25.6 µM],-2%[26 µM],2%[20.5 µM]
O=C(c1ccc(CS(=O)(=O)c2c(Cl)cccc2Cl)o1)N1CCCC1,-5%,-17%,5%,0.3%,/,0.9%,0.8%,2%,-2%,-3%,1%
CC(=O)c1nnn(-c2nc(N)nc(N(c3ccccc3)c3ccccc3)n2)c1C,-3%,-28%,5%,3.4%[0.369 µM],-4%,-3.4%,-2.2%,?,-14%,-3%,-6%
COC(=O)c1ccc2nc(C(F)(F)F)[nH]c2c1,-1%,2%,2%,-1.2%,-2%,-1.5%,-0.8%,6%,2%,-3%,-4%
CCOC(=O)N1CCN(C(=O)Nc2ccc3nc(C)c(C)nc3c2)CC1,-10%,?,0%,2.1%,6%,0.5%,-2.4%,?,-5%,-4%,25%
Clc1ccc(CN2C3=NCCN3c3ccccc32)cc1Cl,0%,16%,-1%,-0.1%[57.5 µM],/,1.2%,-1.4%,-3%,5%,1%,0%
CCN(CC)CCCN1C(=O)C(O)=C(C(=O)c2ccco2)C1c1ccc(C)o1 (configuration not stated),-5%,9%,0%,0.1%,-10%,-0.5%,1.9%,-5%,-6%,-4%,4%
Cc1cccc(CNc2cc(-c3cccc(C#N)c3)ncn2)c1,-7%,-8%,0%[9.22 µM],0.0%,-2%,1.2%,-0.3%,?,-8%,8%,1%

These rows are one share of the data; count on the stated rates, not on these rows.
